IMP-1 inh – inhibitors of Pseudomonas aeruginosa IMP-1 metallo-beta-lactamase. actives 0.45% (n = 290,000). inhibition, % at 5.6 µM. AID 1556. purified IMP-1, nitrocefin hydrolysis, epi-absorbance fluorescence;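 active = inhibition above the mean plus 3 SD of all compounds in the same screening run, cut at about 4.5% in these data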;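 note: 0% = IMP-1 with DMSO and 100% = DMSO wells lacking enzyme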
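Test system: recombinant IMP-1 enzyme, purified / Medium: HEPES buffer pH 7.1 with ZnSO4 and Brij 35 / Doses: single dose, 5.6 µM / Times: 25 °C, 15 min preincubation, 25 min reaction / Detection: Epi-absorbance via hydrolysed-nitrocefin quenching of white-plate fluorescence, 480/530 nm, EDTA stop / Evaluation: percent inhibition from optical density relative to buffer-blank wells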
DNA FID counter – fluorescent intercalator displacement, NS3 helicase counter-screen; DNA fluorescent intercalator displacement, fluorescence; inhibition, % at 7.9 µM; actives 0.17% (n = 290,000); AID 1845; in the data active = inhibition above about 37%;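 note: 0% = vehicle and 100% = reference compound; higher means more ethidium bromide displaced from hairpin DNA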
MEKK2 mut-MEK5 – signal of MEK5 binding to mutant human MEKK2 PB1 domain | bead flow cytometry, Alexa488-MEK5 binding to MEKK2 mutant | percent response, % at 10 µM | actives 0.35% (n = 290,000) | AID 1530; in the data active = percent response above about 24%, passing the limit was not always enough; note: inactives centre near 1; some results filed as inactive read as strong as hits
NALP1 yeast inh – blocks the NALP1 inflammasome reconstituted in yeast; inhibition, % at 10 µM; S. cerevisiae NALP1/ASC/caspase-1 growth, X-gal OD620, 72 h; AID 2071; actives 0.61% (n = 280,000); in the data active = inhibition mostly above about 24%, no sharp cut-off; inactive = mostly below about 32%; note: some compounds called inactive have numbers as strong as hits
VIM-2 inh – blocks Pseudomonas aeruginosa VIM-2 metallo-beta-lactamase. AID 1527. purified VIM-2, nitrocefin hydrolysis, epi-absorbance fluorescence. inhibition, % at 5.6 µM. actives 0.89% (n = 290,000);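 active = inhibition above the mean of all tested compounds plus 3 SD, cutoff set per screening run, cut at about 7.5% in these data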;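 note: red hydrolysis product quenches plate fluorescence so inhibitors raise well fluorescence; 0% = enzyme with DMSO and 100% = DMSO without enzyme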
HCV NS3 hel inh – HCV NS3 helicase inhibition; NS3 helicase DNA unwinding, Cy5 molecular beacon fluorescence; inhibition, % at 10.9 µM; actives 0.56% (n = 290,000); AID 1800;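 active = inhibition above the mean of all tested compounds plus 3 SD, set per campaign, cut at about 35% in these data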;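 note: 0% = DMSO wells and 100% = thioflavine S control wells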
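Material: hepatitis C virus NS3 helicase domain fragment enzyme; measured by: Cy5 fluorescence, 0 and 60 min reads; control set: DMSO and thioflavine S; incubation: 60 min unwinding reaction at 25 °C after ATP addition; read-out basis: % inhibition from 60/0 min fluorescence ratio, DMSO 0%, thioflavine S 100%; repeats: singlicate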
M18AAP inhibitor – PfM18AAP enzyme inhibition; recombinant PfM18AAP, H-Glu-NHMec fluorogenic cleavage; inhibition, % at 7.35 µM; actives 1.2% (n = 290,000); AID 1822;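 active = inhibition above the campaign mean inhibition over all tested compounds plus 3 SD, cut at about 28% in these data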;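 note: 0% = plate median of test compound wells and 100% = 2 mM ZnCl2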
SUMO HTRF inh – blocks human SUMOylation mediated by UBC9; HTRF SUMOylation assay, SAE1/SAE2 + UBC9, in vitro; inhibition, % at 35 µM; AID 2006; actives 0.36% (n = 290,000); in the data active = inhibition above about 50%, passing the limit was not always enough; note: strong numbers were not always called active
Target sequence (P63279 whole entry, looked up): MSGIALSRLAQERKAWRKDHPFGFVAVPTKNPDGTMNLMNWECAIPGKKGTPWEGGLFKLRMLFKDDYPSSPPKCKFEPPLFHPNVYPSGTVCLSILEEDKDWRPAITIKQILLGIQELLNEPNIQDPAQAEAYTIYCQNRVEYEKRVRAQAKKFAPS
MEKK2wt PB1 HTS – raises or lowers MEK5 binding to wildtype human MEKK2 PB1 domain; Q9Y2U5; bead flow cytometry, Alexa488-MEK5 binding to MEKK2 WT; actives lie on both sides; binding response (% of control), % at 10 µM; actives 1.1% (n = 290,000); in the data active = binding response below about 67% or above about 130%
An asterisk follows results filed as active; · = no result given.

SMILES | IMP-1 inh | DNA FID counter | MEKK2 mut-MEK5 | NALP1 yeast inh | VIM-2 inh | HCV NS3 hel inh | M18AAP inhibitor | SUMO HTRF inh | MEKK2wt PB1 HTS
N#Cc1ccc(CN2C=NS(=O)(=O)c3ccccc32)cc1 | -3.8 | -6.2 | 1.0 | 9.0 | -3.5 | 23.9 | -3.0 | -3.8 | 100.0
FCCCOc1ccc(-c2nccc(-c3ccc(F)cc3)n2)cc1 | -1.8 | -4.3 | 0.0 | 36.2 | -0.8 | -9.5 | -0.8 | -11.4 | 102.0
O=C(NNC(=S)Nc1ccccc1)c1ccc(O)cc1 | -2.5 | -3.4 | 10.0 | · | -3.3 | 9.7 | 22.6 | 31.7 | 106.0
Cn1c(CNC(=O)c2ccc(Cl)c(Cl)c2)nnc1SCC(=O)Nc1sc2c(c1C#N)CCCC2 | -2.6 | -10.1 | -5.0 | 11.2 | -2.8 | 1.6 | 1.2 | 15.8 | 95.0
C=CCC1(Cl)C(=O)C(Cl)=C(N2CCOCC2)C1(OC)OC (stereo not drawn) | -0.3 | -5.5 | -4.0 | · | 0.8 | -10.7 | 1.1 | 23.5 | 92.0
O=C(Nc1ccc2c(c1)OCCO2)C1CCN(S(=O)(=O)Cc2ccccc2)CC1 | 0.2 | -15.7 | 12.0 | 2.6 | -0.4 | -3.9 | 0.3 | 4.8 | 104.0
O=C1OCCC1Sc1nc2ccccc2n1Cc1ccccc1 (stereo not drawn) | -4.5 | -13.5 | 0.0 | -10.7 | -3.4 | -2.2 | 0.5 | 4.8 | 104.0
Cn1c(=Nc2ccccc2)sc2ccccc21 | -1.3 | -6.4 | -6.0 | 10.1 | -1.5 | 6.2 | 5.3 | 14.2 | 92.0
O=C1c2ccccc2C(=O)N1CCCOCc1c[nH]c(=O)[nH]c1=O | -2.8 | 3.8 | 11.0 | 13.5 | -0.6 | -5.4 | 5.1 | 4.3 | 105.0
CN1C(=O)NC(NC(=O)c2cccs2)(C(F)(F)F)C1=O (stereo not drawn) | -2.3 | -4.4 | -4.0 | 10.2 | -2.9 | -1.7 | 7.4 | 19.0 | 95.0
Nc1ccccc1C(=O)NCCCN1CCOCC1 | -1.9 | 0.0 | 7.0 | 12.4 | -1.9 | -4.5 | -1.7 | -1.0 | 106.0
Fc1ccc(-c2[nH]ncc2CN2CCN(c3ccc(F)cc3)CC2)cc1 | -1.4 | 1.5 | -17.0 | -0.5 | -2.5 | -16.3 | 0.0 | 6.4 | 93.0
Cc1ccc(NC2=Nc3ccccc3CS2)cc1 | -0.4 | -2.6 | 3.0 | -7.2 | -2.8 | -7.1 | -1.6 | 23.2 | 105.0
Cc1cccn2c(=O)c(/C=C(\C#N)C(=O)NC3CCS(=O)(=O)C3)c(Oc3ccc(F)cc3)nc12 (stereo not drawn) | -3.2 | -28.6 | 6.0 | -7.7 | -0.6 | -1.4 | 8.3 | 23.4 | 107.0
CC1=NNC(=O)C1CC(=O)N/N=C(\C)c1ccco1 (stereo not drawn) | -3.7 | 3.3 | -8.0 | 8.5 | -0.1 | 2.5 | -6.4 | 5.7 | 87.0
O=C(O)c1cccc(Cn2cc(Br)cn2)c1 | -0.3 | 1.7 | · | 5.5 | 0.4 | 0.9 | -11.9 | 2.4 | ·
COC(=O)c1cc(S(=O)(=O)NCC2CCN(Cc3ccccc3F)CC2)c[nH]1 | -0.8 | 9.8 | 2.0 | 28.7 | 0.3 | 0.4 | -12.4 | 22.1 | 109.0
COc1cc(C(=O)NC(=S)NCc2ccco2)cc(OC)c1OC | -1.7 | -11.7 | 5.0 | -4.0 | -0.6 | 1.0 | 6.9 | 6.3 | 99.0
O=C(Cc1cccc2ccccc12)N1CC[C@@]2(O)CCCC[C@H]2C1 | -2.1 | -23.3 | 1.0 | · | -3.3 | 4.6 | 0.8 | 7.3 | 94.0
Oc1ccccc1CNc1ccc(OC(F)(F)F)cc1 | -2.2 | 1.5 | 1.0 | 8.5 | -2.5 | -6.2 | 0.4 | 7.7 | 95.0

One compound at a time (already shown):
CC1=NNC(=O)C1CC(=O)N/N=C(\C)c1ccco1 (stereo not drawn) across the screens: IMP-1 inh: -3.7; DNA FID counter: 3.3; MEKK2 mut-MEK5: -8.0; NALP1 yeast inh: 8.5; VIM-2 inh: -0.1; HCV NS3 hel inh: 2.5; M18AAP inhibitor: -6.4; SUMO HTRF inh: 5.7; MEKK2wt PB1 HTS: 87.0
O=C1c2ccccc2C(=O)N1CCCOCc1c[nH]c(=O)[nH]c1=O across the screens: IMP-1 inh: -2.8; DNA FID counter: 3.8; MEKK2 mut-MEK5: 11.0; NALP1 yeast inh: 13.5; VIM-2 inh: -0.6; HCV NS3 hel inh: -5.4; M18AAP inhibitor: 5.1; SUMO HTRF inh: 4.3; MEKK2wt PB1 HTS: 105.0

Next part:
SMILES | IMP-1 inh | DNA FID counter | MEKK2 mut-MEK5 | NALP1 yeast inh | VIM-2 inh | HCV NS3 hel inh | M18AAP inhibitor | SUMO HTRF inh | MEKK2wt PB1 HTS
OC(c1ccccc1)c1nccn1Cc1ccccc1 (stereo not drawn) | -3.2 | -2.7 | 4.0 | 3.9 | -4.8 | -1.2 | -11.8 | 8.3 | 102.0
CCOC(=O)c1cnn(Cc2ccccc2)c1N | -2.1 | -1.1 | 3.0 | 20.3 | -2.5 | -1.2 | -1.2 | -0.7 | 97.0
O=c1[nH]c(/C=C/c2ccc(OC(F)F)cc2)nc2c1cnn2-c1ccccc1 | -0.9 | -1.0 | -4.0 | 2.9 | -0.1 | 1.6 | -2.4 | 36.1 | 91.0
O=C(COC(=O)c1ccc[nH]c1=O)NC1CCCc2ccccc21 (stereo not drawn) | -3.0 | -20.4 | 12.0 | · | 0.4 | -2.0 | -7.5 | 3.4 | 108.0
Cc1cc[n+](CC(=O)Nc2cc(C(F)(F)F)ccc2Cl)cc1 | -0.8 | 4.8 | 3.0 | 1.7 | 0.8 | -2.0 | -13.7 | 2.4 | 103.0
CCn1ncc(Br)c1C(=O)Nc1nccs1 | -2.0 | -3.1 | 3.0 | 32.5 | 0.0 | -0.6 | -7.0 | 4.4 | 102.0
O=C(CSc1nc2ccc(NC(=O)CSc3nnnn3-c3ccccc3)cc2s1)Nc1ccccc1 | -2.3 | -4.6 | -1.0 | 16.6 | -4.8 | 4.9 | 7.3 | 46.2 | 94.0
Cc1ccc(NC(=O)NCC(c2ccccc2)N(C)C)cc1 (stereo not drawn) | -5.4 | 6.7 | 3.0 | -3.8 | -4.9 | 12.6 | -1.9 | -2.6 | 105.0
CN(C)/C=C/C(=O)/C=C/c1ccc(Cl)cc1 | 0.5 | -15.2 | 2.0 | 11.1 | -0.1 | 19.4 | 4.4 | 7.2 | 104.0
Cc1ccc(CNc2ccc(S(=O)(=O)N3CCOCC3)cc2[N+](=O)[O-])cc1 | -3.8 | 2.2 | 5.0 | 39.5 | -2.1 | -9.0 | 0.6 | 7.1 | 100.0
Cc1c(C(=O)Nc2nnc(SCc3ccccc3Cl)s2)cccc1[N+](=O)[O-] | -0.7 | -0.7 | -1.0 | 26.5 | 0.7 | -1.2 | -2.5 | 8.4 | 101.0
Cc1nc2c(Br)c3nc(C(F)(F)F)[nH]c3c(Br)c2[nH]1 | -3.1 | -4.7 | 0.0 | 48.1* | -0.8 | 12.9 | 13.2 | 7.0 | 100.0
COc1ccc(C)cc1NC(=O)Nn1cnnc1 | -3.5 | -3.8 | -3.0 | 12.0 | -6.2 | -0.6 | 62.4* | 10.7 | 94.0
COc1ccccc1NC(=O)COc1ccc(C(=O)OCC(=O)NC(C)(C)C)cc1OC | -2.4 | -31.6 | -7.0 | -4.3 | -0.4 | 1.9 | -9.8 | 1.9 | 76.0
O=C(NCCc1ccccc1)c1ccc(CS(=O)Cc2cccc(Cl)c2)o1 (stereo not drawn) | -0.3 | -45.2 | 0.0 | 33.1 | -6.2 | 0.3 | 4.4 | 12.1 | 100.0
COc1ccc(N=Cc2c(O)c3ccccc3oc2=O)cc1 | -4.2 | -1.2 | 14.0 | 29.4 | -2.7 | 5.0 | 0.7 | 16.2 | 100.0
CN(C)c1nc(SCC(=O)Nc2ccccc2)nc(N2CCOCC2)n1 | -1.6 | -21.7 | 0.0 | 15.7 | -3.4 | 5.5 | -0.1 | -0.9 | 110.0
O=C(NCCc1ccccc1)C1CC1 | -1.4 | -5.0 | 1.0 | 6.5 | 0.0 | 3.7 | -6.3 | -2.2 | 103.0
Cc1cnc(C(=O)OCC(=O)c2ccc(-c3ccccc3)cc2)cn1 | -0.8 | -29.5 | 7.0 | 7.7 | -0.8 | 7.0 | -12.0 | 18.6 | 107.0
Cc1oc(C(C)(C)C)cc1C(=O)NC1CCN(Cc2ccccc2)CC1 | 0.3 | 9.9 | 0.0 | 0.7 | -0.3 | -29.8 | 0.0 | 1.2 | 101.0
O=C(CSc1ncccn1)N/N=C/c1cccc([N+](=O)[O-])c1 | 1.1 | 0.0 | 11.0 | 33.8 | -1.1 | 2.6 | -11.5 | 16.2 | 129.0
COc1ccccc1/C=C(/CC(=O)NCc1ccc(F)cc1)c1nc2ccccc2s1 | -2.0 | -21.8 | -5.0 | 23.4 | 1.1 | 1.6 | 9.7 | 13.8 | 91.0
C/C(=N\NC(=O)Cc1ccccc1)c1ccc(Cl)s1 | -1.7 | -18.5 | 2.0 | 27.2 | -0.3 | -5.3 | 8.1 | 2.7 | 103.0
O=S(=O)(Nc1ccc2ccccc2n1)c1ccccc1Cl | -4.2 | -13.7 | 8.0 | -0.3 | -1.7 | -6.9 | 4.9 | 2.7 | 108.0
O=C(NCCS(=O)(=O)c1ccc(Br)cc1)c1ccc(Cl)cc1Cl | -3.8 | -18.9 | 4.0 | 14.5 | -2.1 | 1.4 | 1.0 | 3.5 | 106.0
CCN(CC)c1ccc(CN2CCCCCC2)cc1 | -2.6 | 4.7 | -12.0 | 17.3 | -7.4 | -8.8 | 13.3 | 17.5 | 92.0
CS(=O)(=O)Nc1ccc(C(=O)NCCc2ccccc2)cc1 | -1.8 | 0.3 | 3.0 | 3.3 | -0.9 | -1.6 | -2.3 | 11.5 | 101.0
O=C(/C=C/c1cccs1)NC(=S)Nc1ccc(C(=O)O)cc1 | -2.3 | -3.1 | -2.0 | -0.7 | -3.3 | 4.0 | 3.2 | 16.4 | 97.0
COc1ccccc1OCC(=O)NNC(=O)c1ccoc1C | -4.1 | -1.4 | -2.0 | 3.0 | -1.8 | -17.3 | -12.0 | -10.9 | 98.0
CC(NC(=O)C(=O)NN=C1CCCC1)c1ccccc1 (stereo not drawn) | -2.2 | -6.7 | -4.0 | -4.1 | -2.3 | 6.3 | 3.1 | 1.4 | 95.0
Cc1ccc(C(=O)NN2C(=O)CSC2=S)cc1 | -2.4 | -0.8 | -1.0 | 6.6 | -1.1 | 16.1 | 15.0 | 7.2 | 97.0
Nc1cc2sc(-c3ccc(C(=O)O)cc3)nc2cc1Cl | -0.6 | -5.7 | 0.0 | 21.6 | 2.0 | 12.4 | -6.2 | 35.5 | 100.0

Source: PubChem (several laboratories)
